# Compound activity from PubChem.
# APE1 inh: APE1 (human) endonuclease inhibition. P27695. recombinant APE1, TAMRA/BHQ-2 abasic DNA cleavage fluorescence. 0.35% of 350,000 active. Potency, µM (doses to about 65.8 µM), for the others: at the highest dose activity change, negative = inhibition, hits mostly inhibitors. AID 2517;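 further: plate controls were vehicle for no effect and reference inhibitor for full effect; nearly all actives have a fitted effect of over 55% in size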
# Target sequence (P27695 whole entry, looked up): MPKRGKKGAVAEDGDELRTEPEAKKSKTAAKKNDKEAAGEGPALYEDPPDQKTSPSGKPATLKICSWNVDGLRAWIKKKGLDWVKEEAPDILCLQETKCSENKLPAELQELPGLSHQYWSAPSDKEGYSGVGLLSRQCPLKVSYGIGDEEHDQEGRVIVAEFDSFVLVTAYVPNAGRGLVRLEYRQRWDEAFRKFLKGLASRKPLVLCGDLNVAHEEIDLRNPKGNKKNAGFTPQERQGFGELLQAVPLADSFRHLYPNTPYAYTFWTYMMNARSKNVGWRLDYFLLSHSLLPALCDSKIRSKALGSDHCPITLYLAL
#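 Substrate: short duplex with […] THF abasic site, 5'-TAMRA and 3'-BHQ-2, 50 nM final. APE1 at 0.75 nM, preincubated 15 min RT with compound. Fluorescence increase from first to third read measured activity.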
# Pol eta inh: blocks human DNA polymerase eta activity | Q9Y253 | recombinant Pol eta, fluorescent DNA replication assay | Potency, µM (highest dose often 114 µM), for inactives: at the highest dose activity change, negative = inhibition, most hits filed as inhibitors | 1.2% of 390,000 active | AID 588591; further: on the % scale 0 is the no-effect control and ±100 the full control effect
#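 Pol eta at 10 nM preincubated with compounds 15 min at room temperature; reaction started with fluorescent substrate (50 nM final) and read kinetically at 0 and 10 min.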
# BAZ2B block: blocks human BAZ2B. Q9UIF8. AlphaScreen BAZ2B-H3K14Ac peptide displacement. Potency, µM (series often up to 114 µM), without a hit: at the highest dose activity change, negative = inhibition, most hits filed as inhibitors. 4.4% of 360,000 active; further: on the % scale 0 is the no-effect control and ±100 the full control effect; nearly all actives have a fitted effect of over 60% in size
#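 Protein-peptide AlphaScreen: BAZ2B 50 nM, b-H3K14Ac 50 nM, 1x PBS pH 7.4 + 0.01% Tween-20. Preincubation 30 min RT; cpd 30 min RT (top 110 uM); beads 20 min RT, light-protected.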
# BLM inh: inhibitors of human Bloom syndrome helicase BLM | 0.2% of 350,000 active | Potency, µM (titrated, usually from 56.1 µM), inactives show at the highest dose activity change, negative = inhibition, usual class: inhibitors | recombinant BLM DNA unwinding, fluorescence dequenching;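 further: plate controls were vehicle for no effect and no enzyme for full effect; nearly all actives have a fitted effect of over 35% in size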
# G9a block: blocks human histone lysine methyltransferase G9a. Potency, µM (titrated, usually from 102 µM), for the others: at the top dose activity, negative = inhibition, most hits filed as inhibitors. G9a H3K9 monomethylation, AlphaScreen, 2 h. Q96KQ7. 8.8% of 350,000 active; further: on the % scale 0 is the no-effect control and ±100 the full control effect; nearly all actives have a fitted effect of over 75% in size
# Target sequence (Q96KQ7 913-1193 limits assumed): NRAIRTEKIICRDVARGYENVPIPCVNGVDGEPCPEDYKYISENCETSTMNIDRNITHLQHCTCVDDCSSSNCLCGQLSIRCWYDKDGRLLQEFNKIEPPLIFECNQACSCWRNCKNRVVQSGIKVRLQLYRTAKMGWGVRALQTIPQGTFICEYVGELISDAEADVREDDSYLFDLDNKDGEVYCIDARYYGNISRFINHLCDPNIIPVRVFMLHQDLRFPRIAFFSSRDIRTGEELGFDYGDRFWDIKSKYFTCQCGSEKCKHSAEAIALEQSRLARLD
#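 Methyltransferase reactions run at room temperature for 2 h (20 nM enzyme, 500 nM biotin-H3K9 peptide, 20 uM SAM) after a 15 min compound preincubation; product detected by AlphaScreen beads and anti-H3K9me1 antibody.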
# POLI inh: DNA polymerase iota (human) inhibition; Q9UNA4; Potency, µM (highest dose often 115 µM), without a hit: at the top dose activity, negative = inhibition, hits mostly inhibitors; 1% of 390,000 active; Pol iota fluorescent replication assay, 10 min
#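 Fluorescent replication assay read twice, at 0 min and 10 min after adding 50 nM (final) substrate. Enzyme (10 nM) and compounds were first incubated 15 min at room temperature; enzyme-free buffer wells were negative controls.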
# JMJD2A Tudor: blocks the human JMJD2A Tudor domain | 4.4% of 390,000 active | AlphaScreen JMJD2A-Tudor / H3K4me3 peptide binding | Potency, µM (top dose mostly 114 µM), without a hit: at the highest dose activity change, negative = inhibition, hits mostly inhibitors | O75164; further: on the % scale 0 is the no-effect control and ±100 the full control effect; nearly all actives have a fitted effect of over 50% in size
# POLB inh: inhibitors of human DNA polymerase beta; Pol beta primer extension/strand displacement, fluorescence kinetic; Potency, µM (doses to about 114 µM), for the others: top-dose activity change, negative = inhibition, hits mostly inhibitors; 1.3% of 340,000 active; further: on the % scale 0 is the no-effect control and ±100 the full control effect
#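 Curves were derived by four-parameter Hill fits of normalized qHTS data. The kinetic fluorescent primer-extension read was taken at 0 and 10 min after 50 nM substrate, following a 15 min room-temperature preincubation of 10 nM enzyme with compounds.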
# Pol kappa inh: inhibitors of human DNA polymerase kappa; Q9UBT6; purified Pol kappa, fluorescent DNA synthesis assay, 10 min; Potency, µM (highest dose often 107 µM), for inactives: at the highest dose activity, negative = inhibition, usual class: inhibitors; 0.53% of 400,000 active; further: on the % scale 0 is the no-effect control and ±100 the full control effect
#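 Fluorescent qHTS in 1536-well format: enzyme (10 nM) and compound sat 15 min at room temperature before 50 nM substrate (final) was added. Signal taken at 0 and 10 min; no-enzyme buffer wells were negative controls.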
# Active calls of the source: *; ? = inconclusive; nt = not tested or not shown; [ ] = another dose, or the depositor's remark. The call rests on the fitted dose curve; in most records, active means well fitted curve in the direction sought with a large enough effect; inconclusive means small, poorly fitted or top-dose-only effect, or another doubt; inactive means no such curve, though single readings can be large; an effect the other way counts as inactive or inconclusive. Potency means the concentration at half of the fitted maximal effect. These rows are one share of the data (hit frequency here may not be typical).
# Each structure is followed by: APE1 inh	Pol eta inh	BAZ2B block	BLM inh	G9a block	POLI inh	JMJD2A Tudor	POLB inh	Pol kappa inh
1. O=C1NC(c2ccccc2)CCC1(Cl)Cl (configuration not stated)
→ 0%	-16%	5%	-2%	-1%[59 µM]	134%[activator]	-5%	13%	0%
2. CN(C)/C=C1/Sc2ccccc2C1=O
→ -3%	7%	?	0%	-21%[59 µM]	-2%	-20%	9%	-11%
3. COc1ccc(Br)cc1C(=O)Nc1cccc2ncccc12
→ ?	-5%	-18%	-2%	-24%	-4%	-14%	18%	-4%
4. NC1=NN=C(N2N=C(c3ccccc3)CC2(O)C(F)(F)F)n2ncnc2C1 (configuration not stated)
→ 7%	-10%	13%	2%	4%	?	-13%	4%	-7%
5. CCC1CCCCN1C(=O)CSc1n[nH]c(-c2ccccc2Cl)n1 (configuration not stated)
→ nt	-12%	0%	-3%	-36%[59 µM]	16%	-6%	-29%	-6%[60.1 µM]
6. O=C(Nc1ccc(S(=O)(=O)NCc2ccco2)cc1)c1ccncc1
→ 1%	-3%	?	0%	-2%[12.7 µM]	4%	-2%[11.4 µM]	3%	-17%
7. CCN1CCN(c2c(Cl)cccc2NC(=O)c2ccc3c(c2)OCCO3)CC1
→ 2%	-11%	-16%	21%	?	26%	8%	0%	-18%
8. O=C(NC1CC(=O)N(c2ccc(F)cc2)C1)C(=O)c1c[nH]c2ccccc12 (configuration not stated)
→ -7%	-1%	-7%	nt	-9%	16%	-2%	nt	2%
9. O=[N+]([O-])c1ccc(C2CCCC/C2=N/OCc2ccc(F)cc2)c([N+](=O)[O-])c1 (configuration not stated)
→ -6%	-14%	37%	3%	nt	13%	?	-1%	-14%
10. COCCN(C(=O)CCC(=O)Nc1ccccn1)C(C(=O)NCCC(C)C)c1ccc(C)cc1 (configuration not stated)
→ -13%	-1%	-6%	-1%	8%	94%[activator]	-6%	49%	1%
11. CC1CCN(c2cc(N)c(Cl)cc2[N+](=O)[O-])CC1
→ -3%	-19%	?	-3%	50µM*	39%[activator]	?	9%	-16%
12. COc1cc(NC(=O)Cn2ncc(Cl)c(Cl)c2=O)c(C)cc1[N+](=O)[O-]
→ -4%	-8%	-16%	-14%	-46%	89%[activator]	-17%	-15%	-2%
13. COc1ccc(/C(C)=N\NS(C)(=O)=O)c(OC)c1
→ 3%	-8%	-5%	-10%	1%	-5%	3%	-1%	-3%
14. COCCCNC(=S)N/N=C/c1ccccc1O
→ 0%	-4%	10µM*	-5%	nt	-18%	56µM*	2%	1%
15. Cc1cc(-c2cccs2)n[nH]1
→ 2%	-1%	7%	1%	10%[12.7 µM]	14%	1%	-23%	-7%

# Ten entries from above, arranged by SMILES length, ascending:
# Each structure is followed by: APE1 inh	Pol eta inh	BAZ2B block	BLM inh	G9a block	POLI inh	JMJD2A Tudor	POLB inh	Pol kappa inh
15. Cc1cc(-c2cccs2)n[nH]1
→ 2%	-1%	7%	1%	10%[12.7 µM]	14%	1%	-23%	-7%
14. COCCCNC(=S)N/N=C/c1ccccc1O
→ 0%	-4%	10µM*	-5%	nt	-18%	56µM*	2%	1%
3. COc1ccc(Br)cc1C(=O)Nc1cccc2ncccc12
→ ?	-5%	-18%	-2%	-24%	-4%	-14%	18%	-4%
11. CC1CCN(c2cc(N)c(Cl)cc2[N+](=O)[O-])CC1
→ -3%	-19%	?	-3%	50µM*	39%[activator]	?	9%	-16%
5. CCC1CCCCN1C(=O)CSc1n[nH]c(-c2ccccc2Cl)n1 (configuration not stated)
→ nt	-12%	0%	-3%	-36%[59 µM]	16%	-6%	-29%	-6%[60.1 µM]
7. CCN1CCN(c2c(Cl)cccc2NC(=O)c2ccc3c(c2)OCCO3)CC1
→ 2%	-11%	-16%	21%	?	26%	8%	0%	-18%
4. NC1=NN=C(N2N=C(c3ccccc3)CC2(O)C(F)(F)F)n2ncnc2C1 (configuration not stated)
→ 7%	-10%	13%	2%	4%	?	-13%	4%	-7%
8. O=C(NC1CC(=O)N(c2ccc(F)cc2)C1)C(=O)c1c[nH]c2ccccc12 (configuration not stated)
→ -7%	-1%	-7%	nt	-9%	16%	-2%	nt	2%
12. COc1cc(NC(=O)Cn2ncc(Cl)c(Cl)c2=O)c(C)cc1[N+](=O)[O-]
→ -4%	-8%	-16%	-14%	-46%	89%[activator]	-17%	-15%	-2%
10. COCCN(C(=O)CCC(=O)Nc1ccccn1)C(C(=O)NCCC(C)C)c1ccc(C)cc1 (configuration not stated)
→ -13%	-1%	-6%	-1%	8%	94%[activator]	-6%	49%	1%

# More structures:
# Each structure is followed by: APE1 inh	Pol eta inh	BAZ2B block	BLM inh	G9a block	POLI inh	JMJD2A Tudor	POLB inh	Pol kappa inh
16. CCCC(=O)Nc1nnc(-c2ccco2)s1
→ 21%	-13%	-14%	-8%	-6%[12.7 µM]	4%	-12%	10%	-6%
17. O=C(Cc1ccc([N+](=O)[O-])cc1)NCC1CCCO1 (configuration not stated)
→ -3%	6%	-10%	-1%	5%	30%[activator]	-6%	1%	5%
18. O=C(OCC(=O)N1CCN(S(=O)(=O)c2ccc(Cl)cc2)CC1)c1ccc([N+](=O)[O-])o1
→ -2%	-29%	-9%	-2%	?	-19%	-9%	?	-12%
19. CCC1Sc2ccccc2N(CC(=O)NCc2ccc3c(c2)OCO3)C1=O (configuration not stated)
→ 6%	9%	-1%	-5%	4%[12.7 µM]	-6%	-29%	-8%	-6%[60.1 µM]
20. CC(=O)c1cccc(-n2c(=O)c3c4c(sc3n(CC(=O)Nc3ccccc3F)c2=O)CN(C(C)=O)CC4)c1
→ nt	-11%	2%	-7%	34%[59 µM]	27%	-14%	24%	13%
21. Cc1cc(Sc2nc(NC(C)C)nc(NC(C)C)n2)nc(Cl)n1
→ -4%	-19%	-3%	2%	10%	19%	2%	5%	3%
22. CCN(CC(=O)NC1CCS(=O)(=O)C1)C(=O)c1ccc(S(=O)(=O)N(CC)CC)cc1 (configuration not stated)
→ 16%	5%	2%	nt	24%[12.7 µM]	-11%	-18%	nt	1%
23. Cc1ccc[n+](CC(=O)N2CCCCC2)c1C
→ 4%	-17%	7%	-1%	nt	-5%	3%	2%	9%
24. O=C(CCn1nnc2ccccc21)NNC(=O)C1CCCCC1
→ 5%	-16%	-28%	-1%	-10%[59 µM]	47%[activator]	-10%	1%	-11%
25. Cc1ccc2c(C)c(C(=O)N3CCN(c4ncccn4)CC3)oc2c1C
→ -1%	-14%	-13%	-5%	nt	-6%	-12%	8%	-16%
26. CSc1nc(NS(=O)(=O)c2cc(C)c(Cl)cc2Cl)nn1C
→ 35%	-16%	-16%	-2%	1%	-16%	-3%	29%	6%
27. COC(=O)[C@@H](Cc1ccc(O)cc1)NC(=O)[C@H]1CCC(=O)N1C(=O)OCc1ccccc1
→ 27%	-15%	1%	0%	6%[12.7 µM]	8%	-1%	-1%	-4%
28. CCCCN(C)C(=O)c1nc2ccccn2c1CN1CCSCC1
→ 1%	-5%	-16%	-2%	-45%	14%	-12%	5%	-1%
29. Cc1ccc(S(=O)(=O)N(C)C)cc1NC(=O)c1cc(-c2ccco2)nc2ccccc12
→ -5%	?	?	-2%	40µM*	20µM*	?	-1%	?
30. O=C(NCCc1nc2ccccc2[nH]1)c1cccc(Br)c1
→ 15%	-6%	-18%	-4%	-3%[59 µM]	50%[activator]	-3%	6%	-10%
31. Cc1ccc(-c2nc3ncccc3o2)cc1NC(=O)c1cccnc1
→ 4%	2%	-4%	-21%	-8%	12%	-16%	?	-1%
32. Cc1ccccc1NC(=O)C1CCN(C2=NS(=O)(=O)c3ccccc32)CC1
→ 2%	6%	-14%	-1%	17%[59 µM]	98%[activator]	-15%	2%	-11%
33. CCN1CCN(C(=O)C2c3cc(OC)c(OC)cc3C(=O)N(C)C2c2ccc(SC)cc2)CC1 (configuration not stated)
→ 10%	-7%	6%	5%	-6%[59 µM]	12%	-2%	3%	1%
34. Cc1cc2[nH]c(=O)c(=O)[nH]c2cc1S(=O)(=O)N1CCC(C)CC1
→ 56%	-14%	?	2%	9%	23%	-17%	-12%	-2%
35. CCOC(=O)N1CCN(C(=O)c2oc(=O)c3ccccc3c2-c2ccc(C)cc2)CC1
→ -7%	-3%	-20%	3%	?	-12%	-22%	-2%	-7%
36. N#CCCN(C(=O)CSc1ccc2c(c1)OCCO2)c1ccccc1
→ 9%	-4%	7%	-4%	6%[2.33 µM]	34%[activator]	9%	12%	-2%
37. CCOC(=O)c1nnc(-c2cccs2)nc1Oc1ccc(Cl)cc1
→ 3%	-11%	-9%	-4%	6%[12.7 µM]	?	-18%	12%	-8%
38. COc1ccc(CC(=O)NCCc2csc(-c3ccc(Cl)cc3)n2)cc1
→ nt	-10%	50%[activator]	-4%	7%[59 µM]	13%	-2%	-1%	-9%[60.1 µM]
39. O=C(CSc1nc2c([nH]c3ccccc32)c(=O)n1-c1ccc(Cl)cc1)N1CCCCCC1
→ nt	-9%	-3%	0%	2%[59 µM]	?	5%	-23%	-1%[60.1 µM]
40. CC(C)C(NC(=O)c1ccc(F)cc1)C(=O)Nc1cccnc1 (configuration not stated)
→ 4%	-9%	-10%	2%	11%	97%[activator]	-2%[11.4 µM]	-7%	1%
41. O=C(CSc1ccc(Cl)cc1)OCc1nnc(-c2ccccc2)o1
→ 2%	-4%	55%[activator]	-3%	0%[12.7 µM]	29%	97%[activator]	10%	-2%
42. Cc1nc2sc(C(=O)N(C)Cc3ccccc3)c(NC(=O)c3ccccc3)c2c(C)c1Cl
→ nt	nt	-18%	-10%	7%[59 µM]	21%	-10%	2%	-8%
43. O=C(NC(Cc1ccccc1)C(=O)O)/C(=C/c1cccc([N+](=O)[O-])c1)NC(=O)c1ccco1 (configuration not stated)
→ 25%[12.4 µM]	-10%	-1%	2%	5%[59 µM]	32%[activator]	-7%	-10%	-5%
44. CC(C)C(NC(=O)/C(=C\c1ccco1)NC(=O)c1ccco1)C(=O)O (configuration not stated)
→ -9%	20µM*	-21%	-2%	40µM*	-2%	?	22µM*	?
45. COc1cc(/C=N/Nc2ccc(Cl)c(C(=O)O)c2)ccc1OC(=O)c1ccccc1F
→ 15%	-19%	?	-4%	40µM*	?	?	?	-13%
46. Clc1ccc(SCc2cn3ccccc3n2)cc1
→ -8%	-18%	-22%	-4%	-30%	-8%	-19%	17%	-4%
47. CCCOc1ccc(S(=O)(=O)NCCCN2CCOCC2)c2ccccc12
→ 3%	-12%	-7%	0%	-12%[59 µM]	14%	-19%	-20%	-3%
